TIM10 inh = growth inhibitors of TIM10 yeast strain; AID 463195; S. cerevisiae TIM10 strain growth, BacTiter-Glo luminescence, 24 h; inhibition, % at 10 µM; actives 1.4% (n = 330,000);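 active = inhibition of 40% or more at the single tested concentration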;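 note: wild-type TIM10 isogenic control strain grown at permissive 25 °C; 0% = DMSO yeast wells and 100% = minimal medium wells without yeast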
APOBEC3G inh = inhibitors of human APOBEC3G DNA deaminase; inhibition, % at 20 µM; recombinant A3G, ssDNA deamination FAM/TAMRA fluorescence; actives 0.28% (n = 330,000); Q9HC16;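 active = inhibition of at least 40% at 20 µM, with no more than 30% in the related APOBEC3A deaminase screen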;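 note: plate controls were DMSO wells with A3G for no effect and wells lacking A3G enzyme for full effect; some compounds called inactive have numbers as strong as hits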
Target sequence (Q9HC16 whole entry, looked up): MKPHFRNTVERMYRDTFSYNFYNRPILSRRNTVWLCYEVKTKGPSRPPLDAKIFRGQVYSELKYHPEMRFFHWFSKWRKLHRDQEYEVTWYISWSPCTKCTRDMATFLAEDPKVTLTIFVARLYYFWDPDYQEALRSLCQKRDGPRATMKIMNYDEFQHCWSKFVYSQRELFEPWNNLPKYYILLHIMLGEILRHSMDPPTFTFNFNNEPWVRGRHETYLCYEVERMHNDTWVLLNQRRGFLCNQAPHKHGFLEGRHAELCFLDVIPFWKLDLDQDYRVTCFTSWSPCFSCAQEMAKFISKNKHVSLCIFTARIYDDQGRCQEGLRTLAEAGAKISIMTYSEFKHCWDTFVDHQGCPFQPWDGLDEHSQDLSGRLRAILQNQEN
MIN6 prolif = induces beta-cell replication in MIN6 cells | MIN6 cells proliferation, ATPlite luminescence, 48 h; cells starved in 0.2% serum; 100% = growth in 10% serum | actives 0.29% (n = 330,000) | proliferation, % at 10 µM;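 active = compounds whose signal lies at least 3.5 SD above the mean of all wells on their plate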;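 note: 0% = DMSO-treated cells in low-serum medium and 100% = 10% serum control; some compounds called inactive have numbers as strong as hits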
NALP3 yeast inh = blocks the NALP3 inflammasome reconstituted in yeast | Yeast reconstituted NLRP3/ASC/caspase-1, beta-gal luminescence, 24 h | inhibition, % at 10 µM | actives 0.39% (n = 330,000) | AID 2825;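 active = inhibition of 50% or more; inactive = inhibition below 50%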;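 note: plate controls were induced DMSO wells for no effect and uninduced yeast grown without galactose for full effect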
hIAP inh = blocks human intestinal alkaline phosphatase; inhibition, % at 10 µM; actives 0.12% (n = 330,000); AID 2544; purified IAP, CDP-Star luminescence, 30 min; P09923;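 active = inhibition reaching a set limit with compound at 10 µM in the primary screen, cut at about 35% in these data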;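 note: plate controls were DMSO wells with enzyme for no effect and no-enzyme buffer wells for full effect; values of inactives mirror those of a sister screen read the other way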
Target sequence (P09923 whole entry, looked up): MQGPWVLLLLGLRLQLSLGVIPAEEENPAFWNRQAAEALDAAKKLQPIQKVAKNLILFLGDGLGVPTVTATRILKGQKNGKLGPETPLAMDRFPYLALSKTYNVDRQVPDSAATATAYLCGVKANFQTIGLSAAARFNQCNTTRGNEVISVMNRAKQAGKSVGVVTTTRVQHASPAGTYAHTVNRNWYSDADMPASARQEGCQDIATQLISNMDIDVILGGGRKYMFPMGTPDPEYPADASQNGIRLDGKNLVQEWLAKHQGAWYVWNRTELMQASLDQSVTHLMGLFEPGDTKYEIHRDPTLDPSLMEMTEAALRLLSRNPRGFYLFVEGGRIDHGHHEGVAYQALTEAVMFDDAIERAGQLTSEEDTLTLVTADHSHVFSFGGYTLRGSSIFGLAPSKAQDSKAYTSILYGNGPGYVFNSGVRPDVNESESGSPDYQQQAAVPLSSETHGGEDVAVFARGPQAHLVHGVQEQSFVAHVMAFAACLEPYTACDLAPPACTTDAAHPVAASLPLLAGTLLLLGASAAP
mIAP activ = mouse IAP activation. actives 0.24% (n = 330,000). activation factor at 10 µM. muIAP, CDP-Star luminescence, 30 min; hits give high values; 1 = vehicle-only enzyme signal, 0 = enzyme-free wells;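 active = activation factor of at least 2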; note: the source names both 10 and 20 µM as test concentration; values of inactives mirror those of a sister screen read the other way
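Assay system: mouse IAP enzyme; reagent: chemiluminescent substrate CDP-Star; dosing: test compounds delivered from DMSO solution; schedule: 30 min at room temperature; measured by: luminescence from enzymatic CDP-Star hydrolysis; controls: DMSO-only wells and no-enzyme negative control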
A3A deaminase = inhibitors of human APOBEC3A DNA deaminase | recombinant A3A, FAM/TAMRA ssDNA deamination fluorescence | inhibition, % at 20 µM | actives 0.41% (n = 330,000);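 active = at least 40% inhibition at 20 µM here, with at most 30% in a related deaminase screen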;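 note: plate controls were A3A with DMSO for no effect and wells lacking A3A enzyme for full effect; some results filed as inactive read as strong as hits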
Target sequence (P31941 whole entry, looked up): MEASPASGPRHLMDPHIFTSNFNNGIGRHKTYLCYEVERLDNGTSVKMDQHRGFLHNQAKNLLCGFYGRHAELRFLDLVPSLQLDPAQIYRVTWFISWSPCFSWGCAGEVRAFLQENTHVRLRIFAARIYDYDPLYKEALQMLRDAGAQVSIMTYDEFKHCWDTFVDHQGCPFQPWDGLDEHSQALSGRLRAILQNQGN
tim10-1 inh = tim10-1 yeast growth inhibition; S. cerevisiae tim10-1 ts strain growth, BacTiter-Glo, 24 h; inhibition, % at 20 µM; actives 2.2% (n = 330,000); AID 463190;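 active = inhibition of at least 40%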;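 note: mutant grown at 25 °C; 0% = DMSO wells with yeast and 100% = wells holding no yeast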
mIAP inh = mouse IAP inhibition; AID 2806; actives 0.2% (n = 330,000); purified mouse IAP, CDP-Star luminescence, 30 min; inhibition, % at 10 µM;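 active = inhibition of at least 40% at 10 µM in the primary screen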;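 note: plate controls were DMSO with enzyme for no effect and no enzyme wells for full effect; values of inactives mirror those of a sister screen read the other way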
Numbers without * were called inactive.

SMILES | TIM10 inh | APOBEC3G inh | MIN6 prolif | NALP3 yeast inh | hIAP inh | mIAP activ | A3A deaminase | tim10-1 inh | mIAP inh
O=P(c1ccccc1)(c1ccccc1)C(O)c1ccncc1 (stereo not given) | 13 | -4 | 1 | 6 | 12 | 0.98 | -1 | 19 | 2
CC(C)(C)c1ccc(/C=N/OCC(=O)NCc2ccc(F)cc2)cc1 | 1 | -3 | -3 | 10 | -26 | 1 | -3 | 29 | -2
CCCCNC(=S)N=Nc1c(O)n(Cc2ccccc2)c2ccccc12 | -1 | -2 | -3 | 18 | 10 | 0.84 | 1 | 0 | 16
O=c1c2ccccc2nc(-c2ccco2)n1-c1nc2ccccc2s1 | 9 | -7 | -1 | 10 | -4 | 0.99 | -4 | 14 | 0
O=C(Nc1ccccc1C(F)(F)F)N1CCCCCC1 | -4 | -3 | -2 | -4 | -2 | 1.1 | -5 | 16 | -9
NS(=O)(=O)c1ccc(CCNC(=O)c2cc(-c3cccs3)nc3ccccc23)cc1 | 9 | -9 | 3 | 10 | 13 | 0.87 | -3 | -9 | 13
CCOc1ccccc1N1CCN(C(=O)c2ccc3nc(N)sc3c2)CC1 | 15 | -6 | 2 | 12 | -4 | 1 | -2 | 13 | -3
Cc1ccc(NC(=O)Nc2ccon2)cc1 | -3 | -6 | -1 | 24 | 12 | 1.1 | -4 | -2 | -7
O=C(O)c1cccc(Nc2ccc([N+](=O)[O-])cn2)c1 | 6 | -1 | 0 | 13 | 16 | 0.93 | -2 | 0 | 7
COc1ccccc1CC(=O)Nc1ccc(Cl)cc1C(=O)O | -10 | -1 | -3 | 13 | 9 | 0.97 | 0 | -13 | 3
COc1ccc(NC(=O)COC(=O)CCCOc2ccc(Cl)cc2Cl)cc1 | 9 | -6 | 1 | 26 | 2 | 1.2 | 4 | 21 | -19
CS(=O)(=O)NN1C(=O)c2ccccc2NC1c1ccccc1F (stereo not given) | 8 | -1 | -3 | 8 | 1 | 1.1 | 2 | 6 | -5
CC/C(C)=N\Nc1nc(-c2cc3cc(OC)ccc3oc2=O)cs1 | 19 | -5 | -5 | 23 | 2 | 0.77 | -4 | -19 | 23
CCC/C(O)=N\S(=O)(=O)c1ccc(N=NN(C)C)cc1 | -18 | 1 | -3 | -21 | -2 | 0.73 | 5 | -4 | 27
CC(C)CNC(=O)C(=O)NCC1CCCN1S(=O)(=O)c1cccs1 (stereo not given) | -3 | -7 | -2 | 18 | -5 | 0.96 | -3 | 6 | 4
Cc1cc(C)cc(NCCC#N)c1 | 6 | -4 | 0 | -1 | 27 | 0.97 | 22 | 13 | 3
COc1ccc(S(=O)(=O)N2CCN(c3ccccn3)CC2)cc1OC | -7 | -2 | -1 | 1 | 13 | 1 | -1 | 4 | -1
COc1ccc(Cl)cc1NC(=O)NN1CCN(C)CC1 | -1 | -4 | 0 | 13 | -8 | 0.98 | -7 | 4 | 2
Cc1nn(Cc2cccc(C(=O)Nn3cc([N+](=O)[O-])cn3)c2)c(C)c1[N+](=O)[O-] | -4 | 11 | -4 | 10 | -2 | 0.88 | 1 | 8 | 12
Cn1c(=O)n(C)c2cc(S(=O)(=O)NCC(=O)O)ccc21 | -2 | -5 | -3 | 1 | 2 | 0.93 | -3 | -14 | 7

Complete entries, quoted from the list:
Profile of `Cn1c(=O)n(C)c2cc(S(=O)(=O)NCC(=O)O)ccc21` → TIM10 inh: -2; APOBEC3G inh: -5; MIN6 prolif: -3; NALP3 yeast inh: 1; hIAP inh: 2; mIAP activ: 0.93; A3A deaminase: -3; tim10-1 inh: -14; mIAP inh: 7
Profile of `COc1ccc(Cl)cc1NC(=O)NN1CCN(C)CC1` → TIM10 inh: -1; APOBEC3G inh: -4; MIN6 prolif: 0; NALP3 yeast inh: 13; hIAP inh: -8; mIAP activ: 0.98; A3A deaminase: -7; tim10-1 inh: 4; mIAP inh: 2

The listing continues.
SMILES | TIM10 inh | APOBEC3G inh | MIN6 prolif | NALP3 yeast inh | hIAP inh | mIAP activ | A3A deaminase | tim10-1 inh | mIAP inh
COc1ccc(-n2c(SCC(=O)Nc3nccs3)nc3c(c2=O)SC(C)C3)cc1 (stereo not given) | -11 | 0 | -1 | 14 | -4 | 0.95 | -2 | -5 | 5
COc1cc(Oc2ccccc2)nc(N)n1 | -8 | 9 | 0 | -2 | 19 | 0.92 | 3 | -12 | 8
CC1CCCCN1C(=O)/C=C/c1ccccc1[N+](=O)[O-] (stereo not given) | -1 | -6 | -1 | 13 | -3 | 0.97 | -1 | 13 | 3
Cc1sc(NC(=O)C2C3C=CC(C3)C2C(=O)O)c(C(N)=O)c1-c1ccc(C(C)C)cc1 (stereo not given) | 21 | 0 | -1 | 8 | 10 | 0.94 | 0 | 22 | 6
C/C(CS(=O)(=O)c1ccc(Cl)cc1)=N/NC(N)=S | -14 | 1 | 1 | 6 | -11 | 1.1 | 0 | 1 | -6
Cc1cc(C)n(C(=O)CNC(=O)c2ccccc2Br)n1 | 2 | -4 | 1 | 14 | -6 | 0.96 | -3 | 15 | 4
O=C1C2C3C=CC(C3)C2C(=O)N1/N=C/c1cn(Cc2ccc(F)cc2)c2ccccc12 (stereo not given) | 17 | -2 | -1 | 11 | -26 | 0.85 | 0 | 25 | 15
CCCOc1ccc(Br)cc1/C=N/NC(=O)c1cc(OC)c(OC)c(OC)c1 | 3 | -6 | -1 | 15 | -1 | 0.96 | 1 | 7 | 4
COc1ccc2ccc(=O)oc2c1CC=C(C)C | -7 | -7 | 0 | 25 | 6 | 0.83 | -2 | -10 | 17
CS(=O)(=O)c1ccccc1-c1nc(-c2ccc(C(F)(F)F)cc2)no1 | 28 | -4 | -1 | 20 | 9 | 0.89 | -1 | 40* | 12
CSc1nnc(-c2cccs2)n1-c1ccccc1 | 15 | -5 | 1 | 4 | -31 | 0.95 | 0 | 14 | 5
COCCCNC(=O)c1ccc2c(c1)OCO2 | 10 | -2 | 0 | 11 | -19 | 0.86 | -1 | 4 | 14
Cc1ccc(NS(=O)(=O)c2cc(OCC(N)=O)c(C)cc2Cl)cc1C | 7 | -2 | 0 | 7 | -3 | 0.96 | 0 | 13 | 4
CCCCCc1c(O)nc(SCC(=O)NCC2CCCO2)[nH]c1=O (stereo not given) | -1 | -4 | 0 | 4 | -55 | 1.1 | -6 | 1 | -10
O=C(CCCN=C1NS(=O)(=O)c2ccccc21)Nc1ccc(Cl)cc1 | -5 | -9 | 4 | -4 | 16 | 1 | -2 | 4 | -1
COc1ccc(-c2cc(=O)oc3c(C)c(OCC(=O)Nc4cccnc4)ccc23)cc1 | 7 | -4 | 0 | 4 | 18 | 0.93 | -1 | 17 | 7
C/C(=N\NC(=O)CCC(=O)Nc1ccc(C)c(C)c1)C1CC1 | 0 | -5 | -3 | 16 | -2 | 0.86 | 0 | -27 | 14
COc1ccc(C2C(C(C)=O)=C(C)Nc3ncnn32)cc1[N+](=O)[O-] (stereo not given) | 3 | -3 | -1 | 15 | 1 | 1.1 | -4 | 27 | -6
Cc1csc(SCC(=O)NCc2ccc3c(c2)OCO3)n1 | 6 | -8 | 3 | 2 | -8 | 1 | -1 | 21 | -3
Cc1ccc(N2CCN(C(=O)c3cccs3)CC2)cc1C | -5 | -7 | -1 | 24 | 10 | 0.89 | -8 | 1 | 12
Brc1cccc(-c2cnc3n2CCCCC3)c1 | -18 | 0 | -1 | 16 | -84 | 1.1 | -4 | 1 | -11
O=C(O)/C=C\C(=O)Nc1ccccc1C#Cc1ccc(Br)cc1 | 1 | -4 | -5 | 16 | -18 | 1 | 2 | 21 | 0
COCCCNC(=S)Nc1cccc(SC)c1 | 0 | -9 | 2 | -10 | -4 | 1.2 | -5 | 16 | -15
CC(=O)c1ccc(N2CCN(C(=S)Nc3cccc(F)c3)CC2)cc1 | -4 | 0 | -2 | 7 | 13 | 1.1 | 0 | -31 | -11
Nc1ccc(C(=O)CC(=O)Nc2ccc(Cl)cc2)cc1 | -3 | 3 | 2 | 20 | -4 | 1.1 | 1 | 39 | -12
CCOc1ccccc1NC(=O)C(Sc1nnc2ccccn12)c1ccccc1 (stereo not given) | 7 | -6 | 0 | 3 | 8 | 0.98 | -4 | 39 | 2
Cc1ccc(N2CC(C(=O)Nc3ccc4c(c3)OCCO4)CC2=O)cc1C (stereo not given) | 4 | -9 | -1 | 10 | -16 | 1.1 | -4 | -1 | -9
S=C(NC1CC1)SCc1ccco1 | -10 | -10 | 3 | 13 | 0 | 1.1 | -2 | -19 | -7
O=C(O)CSCC(=O)N1CCCCC1 | 7 | -9 | 0 | -5 | 14 | 0.94 | -1 | -5 | 6
CCOC(=O)c1[nH]c(C)c(C(=O)OCC(=O)NCc2ccc(OC)cc2)c1C | -3 | -6 | 1 | 10 | 8 | 1 | -5 | 3 | -3
Cc1ccc(C(C(=O)NC2CCCC2)N(Cc2ccccc2)C(=O)c2csnn2)o1 (stereo not given) | 0 | -8 | -3 | 11 | -5 | 1.1 | -2 | -1 | -7
CCCc1ccc2oc(C(=O)NCCN3CCCC(O)C3)c(C)c2c1 (stereo not given) | 14 | -7 | -7 | 12 | -6 | 0.87 | 1 | -6 | 13
O=C(c1ccc(F)cc1)N(Cc1ccco1)C1CCS(=O)(=O)C1 (stereo not given) | -1 | 6 | 3 | 4 | 10 | 1 | 1 | -2 | -2
COc1cc(C)c(S(=O)(=O)n2ccc(C)n2)cc1C | -1 | 1 | 3 | 42 | -47 | 0.91 | 5 | 20 | 9
COc1ccc(OC)c(NC(=O)C23CCC(C)(C(=O)O2)C3(C)C)c1 (stereo not given) | -2 | -6 | 3 | 17 | 23 | 1 | -2 | 17 | -2
O=C(NC1CCCCC1)c1ccc(S(=O)(=O)NCc2cccnc2)cc1 | -16 | 0 | -1 | 15 | -10 | 1 | 0 | 5 | -3
Cc1ccc(NC(=S)N(Cc2ccco2)C2CCN(C(C)C)CC2)cc1 | -2 | -3 | 0 | 16 | 7 | 0.97 | -1 | 5 | 3
COc1ccc(S(=O)(=O)NCc2ccc(C(=O)O)cc2)cc1 | -16 | -5 | -5 | 4 | -13 | 1 | -5 | 1 | -3
CC(C)N(Cc1ccccc1)C(=O)COc1ccccc1 | -1 | -5 | -2 | 4 | 10 | 1 | -2 | 0 | 0
Cn1ncc2c(Nc3cccc4ccccc34)ncnc21 | 6 | -1 | 0 | 12 | 10 | 1.1 | -3 | 19 | -12
COc1cccc(NC(=O)CN(C)CC(=O)Nc2ccc3c(c2)OCO3)c1 | -9 | -7 | -2 | 19 | -2 | 1.1 | 2 | -7 | -5
CCOc1cccc(/C=N/NC(=O)c2cccnc2)c1O | 0 | -3 | -3 | 23 | -10 | 1 | -5 | -8 | -4
Cc1cc(C)c(NC(=O)CSc2nnc(SCC(=O)Nc3c(C)cc(C)cc3C)n2N)c(C)c1 | -5 | -4 | -1 | 14 | -13 | 0.96 | -10 | 15 | 4
COc1ccc(NC(=O)CNS(=O)(=O)c2ccc3nc(C)sc3c2)c(OC)c1 | 10 | -7 | -1 | 4 | 4 | 1 | -20 | 3 | -3
CCOc1ccc(C(=O)N2CCCC(c3nc(-c4ccc(C)o4)no3)C2)cc1 (stereo not given) | -11 | -5 | -5 | 13 | 1 | 0.91 | -2 | 13 | 9
CCc1ccc(CNC(=O)c2nn(C)c3c2CS(=O)(=O)c2ccccc2-3)cc1 | 13 | -1 | 3 | 3 | -7 | 0.98 | 2 | 29 | 2
CCOC(=O)C1CCN(C(=O)CCNS(=O)(=O)c2ccc(C)cc2)CC1 | 1 | 1 | 1 | 11 | 4 | 0.9 | 1 | -6 | 10
O=C(Cn1c(=O)oc2cccnc21)Nc1ccccc1Oc1ccc(Cl)cc1Cl | 16 | -10 | -2 | 5 | -7 | 1 | -1 | 16 | -1
